# High-throughput results: PubChem, several laboratories
# phage Ecoli inh = E. coli growth loss with phage present; growth absorbance; inhibition, % at 11.9 µM; hit rate 0.26% among 360,000; AID 651602; in the data active = inhibition above about 11%
# OPRM1-OPRD1 ag = OPRM1-OPRD1 heterodimerization agonism; AID 504326; activation, % at 9.3 µM; cells, luminescence; hit rate 0.3% among 340,000; P35372+P41143; in the data active = activation above about 18%;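 note: 0% = vehicle-treated cells and 100% = reference agonist; values of inactives mirror those of a sister screen read the other way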
# Ecoli viability = reduces bacterial viability in AddAB counter-screen; E. coli V3065 growth, OD600 absorbance, 18 h; inhibition, % at 11.9 µM; hit rate 0.27% among 330,000;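 active = inhibition above the campaign's mean inhibition across all tested compounds plus 3 SD, cut at about 9.9% in these data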;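 note: uninfected addAB+ strain grown without phage in ampicillin broth; 0% = DMSO wells and 100% = ciprofloxacin 0.95 µg/ml wells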
# HTR5A ag ctr = HTR5A agonism, opioid heterodimer counter-screen; AID 504692; activation, % at 9.3 µM; P47898; hit rate 0.61% among 340,000; HTR5A agonist assay, luminescence, cell-based; in the data active = activation mostly above about 9.5%, no sharp cut-off; inactive = mostly below about 7.6%;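 note: 0% = cells with vehicle only and 100% = reference agonist; strong numbers were not always called active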
# HTR5A inv ag = counter-screen for OPRM1-OPRD1 inverse agonists: human HTR5A inverse agonism. P47898. HTR5A cell line, luminescence. inhibition, % at 9.3 µM. hit rate 0.083% among 340,000. AID 504634; in the data active = inhibition mostly above about 23%, no sharp cut-off; inactive = mostly below about 18%;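 note: 0% = cells with DMSO and 100% = no-cell wells with DMSO; some compounds called inactive have numbers as strong as hits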
# PfHsp90 yeast 2 = growth inhibition of yeast expressing Plasmodium Hsp90. S. cerevisiae expressing PfHsp90, BacTiter-Glo ATP, 48 h; yeast lacking PDR1 and PDR3 efflux regulators. inhibition, % at 9.4 µM. hit rate 0.32% among 310,000. AID 504621;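 active = every replicate shows inhibition above about 80%, whatever the replicate mean, limit read from the data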;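 note: 0% = DMSO neutral controls and 100% = 20 µM radicicol positive controls; yeast relying on Plasmodium falciparum Hsp90 in place of its own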
# MOR-DOR inv ag = mu-delta opioid heterodimer inverse agonism; P35372+P41143; cell-based MOR-DOR heterodimer luminescence; inhibition, % at 9.3 µM; hit rate 0.21% among 340,000; AID 504357; in the data active = inhibition above about 22%, passing the limit was not always enough;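 note: 0% = cells with DMSO and 100% = wells without cells with DMSO; values of inactives mirror those of a sister screen read the other way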
# AddAB inh = less growth of phage-infected E. coli with AddAB; E. coli expressing H. pylori AddAB, absorbance growth; inhibition, % at 11.9 µM; hit rate 0.29% among 330,000; AID 435030; in the data active = inhibition above about 12%;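 note: 0% = vehicle wells of infected cells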
# DSG3 Ab inh = inhibitors of pemphigus antibody binding to human desmoglein-3. P32926. DSG3-coupled beads, scFv-anti-DSG3-GFP binding, flow cytometry; hits give low values. binding (percent of control), % at 10 µM. hit rate 0.48% among 310,000;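 active = binding more than 3 SD below its plate's average and above zero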;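 note: hits lower antibody fragment binding to DSG3; some compounds called inactive have numbers as strong as hits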
# Target sequence (P32926 whole entry, looked up, the tested form may be a part): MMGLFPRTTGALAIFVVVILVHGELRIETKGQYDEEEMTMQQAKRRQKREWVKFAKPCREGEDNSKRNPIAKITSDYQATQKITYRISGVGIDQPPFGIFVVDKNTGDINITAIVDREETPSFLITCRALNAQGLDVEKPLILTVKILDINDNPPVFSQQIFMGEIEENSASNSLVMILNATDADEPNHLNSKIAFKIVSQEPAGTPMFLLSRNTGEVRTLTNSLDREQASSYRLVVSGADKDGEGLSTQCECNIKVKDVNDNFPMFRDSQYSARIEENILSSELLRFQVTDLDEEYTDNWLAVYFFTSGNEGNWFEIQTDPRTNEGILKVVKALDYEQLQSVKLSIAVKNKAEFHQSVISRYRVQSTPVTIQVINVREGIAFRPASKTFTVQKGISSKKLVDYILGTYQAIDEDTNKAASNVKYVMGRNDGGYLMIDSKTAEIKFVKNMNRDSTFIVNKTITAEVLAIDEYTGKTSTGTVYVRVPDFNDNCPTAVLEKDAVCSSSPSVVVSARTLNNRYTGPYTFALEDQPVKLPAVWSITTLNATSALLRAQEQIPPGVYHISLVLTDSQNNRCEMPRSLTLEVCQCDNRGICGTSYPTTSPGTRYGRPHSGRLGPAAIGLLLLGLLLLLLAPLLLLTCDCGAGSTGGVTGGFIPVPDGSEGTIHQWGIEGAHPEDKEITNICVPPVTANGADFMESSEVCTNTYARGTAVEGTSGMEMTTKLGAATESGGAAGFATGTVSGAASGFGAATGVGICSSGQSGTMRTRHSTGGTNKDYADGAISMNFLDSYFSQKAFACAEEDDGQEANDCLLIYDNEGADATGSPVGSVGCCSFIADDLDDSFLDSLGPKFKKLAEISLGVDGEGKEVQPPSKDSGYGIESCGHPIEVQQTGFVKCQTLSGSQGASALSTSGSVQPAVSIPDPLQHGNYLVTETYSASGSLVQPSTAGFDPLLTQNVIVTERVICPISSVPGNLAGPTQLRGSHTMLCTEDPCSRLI
# PKA-R1A act = activators of PKA-R1A complex | P00514+P68181 | PKA-R1A dissociation, Cy5-IP20 fluorescence polarization; scaled: DMSO 0%, 113 µM cGMP 100% | activation, % at 11.4 µM | hit rate 0.083% among 340,000;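 active = percent activation above the mean of all tested compounds plus 3 SD, cut at about 19% in these data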;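 note: higher means more PKAc released from R1A so a rise in polarization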
# Mot1-301 SUMO = blocks SUMOylation pathway, rescuing yeast Mot1-301 growth. AID 2716. hit rate 1% among 320,000. S. cerevisiae Mot1-301 growth rescue, ATP luminescence, 38.5C; percent above DMSO median, 100 means doubled. growth rescue, % at 18.8 µM;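 active = every valid replicate shows activation above 250% relative to neutral control wells; inactive = the rest, any valid replicate at or below 250%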;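 note: OY570 slx delta 5 strain wells were the positive control but not used for scaling; some compounds called inactive have numbers as strong as hits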
# The depositor's hits bear a star; . = not tested or not shown.
SMILES,phage Ecoli inh,OPRM1-OPRD1 ag,Ecoli viability,HTR5A ag ctr,HTR5A inv ag,PfHsp90 yeast 2,MOR-DOR inv ag,AddAB inh,DSG3 Ab inh,PKA-R1A act,Mot1-301 SUMO
CCOc1ccc(/C=N/NC(=O)c2ccccc2NC(=O)c2ccc(OC)cc2)cc1,3.6,0.9,1.3,0,1,8,-5,-0.5,96,6,74
Cc1ccccc1-c1noc(-c2ccccc2F)n1,0.8,4.7,1.0,5,15,-11,-26,0.6,106,0,-5
CCOc1ccccc1Oc1c(C)oc2cc(OC(=O)c3ccco3)ccc2c1=O,-1.2,-4.5,1.4,5,16,-15,21,2.1,113,8,-5
Cc1cc(O)c(/C=N/c2ccccn2)c(=O)o1,2.1,-1.1,0.6,-9,14,-5,6,2.1,104,9,5
O=C(CSc1c2c(nc3cc(Cl)ccc13)CCCC2)NCCN1CCOCC1,3.6,-0.5,-0.3,-5,14,-9,3,0.3,92,-2,-5
CCOc1ccc2[nH]c(=O)c(CN(Cc3cccs3)Cc3nnnn3C(C)(C)C)cc2c1,1.7,1.3,0.8,-1,21,39,-7,4.9,97,9,2
O=C(NNC(=O)c1ccccc1[N+](=O)[O-])c1csc(N2CCOCC2)n1,5.5,-1.7,1.7,-1,1,.,9,-0.5,102,-10,-3
CS(=O)(=O)N(CC(=O)NCCSCc1ccco1)c1ccc(Cl)cc1,1.3,-3.4,-0.5,0,0,-4,16,0.2,117,-5,-12
CC(=O)Oc1ccc(N2C(=O)C3C4C=CC(O4)C3C2=O)cc1 (configuration not stated),-1.2,-0.9,-1.1,5,10,51,5,-3.2,101,-10,119
CS(=O)(=O)N(CC(=O)NC1CCCCCC1)Cc1ccc(Cl)cc1,-0.1,4.6,1.0,0,9,.,-24,0.2,95,-10,-4

# Just phage Ecoli inh and PKA-R1A act, for some of the entries so far:
structure | phage Ecoli inh | PKA-R1A act
CS(=O)(=O)N(CC(=O)NCCSCc1ccco1)c1ccc(Cl)cc1 | 1.3 | -5
O=C(CSc1c2c(nc3cc(Cl)ccc13)CCCC2)NCCN1CCOCC1 | 3.6 | -2

# Next section.
SMILES,phage Ecoli inh,OPRM1-OPRD1 ag,Ecoli viability,HTR5A ag ctr,HTR5A inv ag,PfHsp90 yeast 2,MOR-DOR inv ag,AddAB inh,DSG3 Ab inh,PKA-R1A act,Mot1-301 SUMO
COCCn1c(N)c(C(=O)NCc2cccs2)c2nc3ccccc3nc21,1.9,0.1,-0.8,7,-8,.,0,-0.7,105,7,280
O=C(NC1CCN(Cc2nnnn2CCc2ccccc2)CC1)c1ccccc1F,-0.2,-2.9,2.7,-3,8,-17,14,1.1,98,-12,3
c1ccc(COn2c(-c3ccccc3)nc3c2CCc2nonc2-3)cc1,3.0,-4.1,-1.4,0,20,16,17,1.8,102,-5,-8
CC12CN3CC(C)(CN(C1)C3c1ccc(Br)cc1)C2 (configuration not stated),1.9,-2.7,-0.8,-1,4,.,12,0.6,110,2,-7
CN(Cc1nc2ccccc2n1C)C(=O)c1cccs1,1.9,-1.6,-0.2,-2,6,.,8,2.1,86,-1,11
CN(C)CCCCOc1cccc(Br)c1,-3.1,0.0,-1.9,0,8,16,0,5.3,102,23*,-2
Cc1ccc(NC(=O)CSc2nnc(-c3ccncc3)s2)cc1,2.8,-1.6,-1.2,-4,10,-16,9,0.2,94,-13,11
CC(=O)c1c(C)[nH]c(C(=O)OC(C)C(=O)Nc2ccc(C)c(S(=O)(=O)N3CCOCC3)c2)c1C (configuration not stated),1.2,0.9,1.8,0,-6,-4,-3,0.3,98,-7,-3
O=c1c(Cc2ccc(Cl)cc2)c(O)ccn1Cc1ccccc1,1.8,-2.3,1.1,3,-9,-2,12,5.3,107,-1,-2
CC(=O)OCC(=O)[C@@]1(O)CC[C@H]2[C@@H]3C[C@H](C)C4=CC(=O)C=C[C@]4(C)[C@H]3[C@@H](O)C[C@@]21C,2.4,-1.1,-2.9,-1,4,3,6,-0.8,.,-8,-7
O=C(Nc1ccc(CN2CCOCC2)cc1)c1ccc(Cl)cc1Cl,2.0,0.2,.,7,-23,3,-1,.,102,3,37
Cc1noc(COc2ccccc2OCC(O)CNC(C)(C)C)n1 (configuration not stated),0.6,-3.0,0.5,0,12,22,13,5.8,103,-1,4
CCc1nc(Nc2ccc(N3CCN(C(C)=O)CC3)cc2)c2oc3ccccc3c2n1,4.3,-0.7,0.7,6,-13,-4,4,0.8,97,2,7
COc1ccc(C(=O)Nc2cc(C)on2)cc1OC,2.1,-5.0,-1.9,-2,8,-4,23,1.6,100,3,397
CN(CCOc1ccccc1)C(=O)c1cc(COc2c(F)cccc2F)on1,1.9,0.2,-0.5,3,-7,12,-1,1.4,103,-4,5
CN(CC(O)COc1ccc2ccccc2c1)C1CCCCC1 (configuration not stated),4.5,3.2,1.9,0,-1,-13,-16,2.3,117,8,-9
c1ccc2c(c1)CCCC2NC1=NCCC1 (configuration not stated),0.0,-3.6,-4.0,-1,-2,.,20,-1.6,.,-7,250
Cc1cccc(N(CC(=O)NCCSCc2ccccc2)S(C)(=O)=O)c1C,1.9,-1.5,-0.5,0,13,-1,7,2.0,84,-6,-20
O=C(CN1C(=O)CCC1=O)Nc1ccc(Br)cc1,2.9,-0.8,1.7,2,-19,-19,5,0.4,97,-3,1
CCOC(=O)c1c(C)[nH]c(C(=O)N(C)Cc2cccc(OC)c2OC)c1C,2.2,1.7,0.2,5,-14,-8,-13,1.2,.,-7,-3
COc1ccc(S(=O)NC2CCCCC2)c(OC)c1C (configuration not stated),2.7,-2.2,1.1,1,1,.,10,4.5,92,0,6
COc1cc(OC)cc(-c2nnc(SCC(=O)N(C(C)C)C(C)C)o2)c1,0.7,1.1,1.7,4,21,17,-6,-0.2,101,7,-15
Cc1cccnc1NC(=O)c1ccc(Cl)c(S(=O)(=O)N2CCCCC2)c1,2.6,-0.9,0.1,-5,-4,0,6,1.0,100,2,15
O=C(COc1cccc(C(F)(F)F)c1)NNC(=O)Cc1ccc(S(=O)(=O)N2CCOCC2)s1,3.4,-2.5,-1.9,2,18,-7,10,2.8,97,4,-1
Cc1nn(CC(=O)N2CCOCC2)c(=O)c2nn(-c3ccccc3)c(C)c12,1.2,-1.0,0.8,-6,27,-61,5,4.0,96,-9,134
COC(=O)c1c(-c2ccccc2)c(-c2ccccc2)nn(C)c1=O,0.9,0.0,2.6,5,-40,14,0,2.0,112,-6,-11
CCN(c1ccccc1)S(=O)(=O)c1ccc(OC)c(NC(=O)c2cccs2)c1,1.5,-1.1,-0.1,-3,9,.,5,0.0,112,-15,9
Cc1ccc(C(=O)NCCNC(=O)c2ccco2)cc1C,2.4,-0.9,1.7,2,-6,18,7,6.7,.,-2,-5
COCCOc1ccc(C(F)(F)F)cc1NC(=O)c1ccc(F)cc1,-0.4,-0.1,-0.8,0,0,8,1,-3.4,104,7,-10
CCn1cc(C2=NOC(C(=O)O)C2)c(C)n1 (configuration not stated),-0.4,-1.8,0.3,-2,2,-4,10,1.6,104,-4,-2
N#Cc1ccccc1NC(=O)COC(=O)COc1ccccc1[N+](=O)[O-],1.5,-2.7,1.9,2,-4,2,12,0.9,.,-10,-20
CC(=O)N(C1=C(O)c2ccccc2C(=O)C1=O)C1CCCCC1,0.4,-0.2,-0.9,1,11,6,1,-0.3,107,-1,-1
CON(C)c1nc(NCC(C)C)nc(OCC#N)n1,3.0,0.1,0.7,1,-2,.,-1,2.5,.,-10,-18
CCN(CC)Cc1c(O)ccc2c(-c3ccccc3)cc(=O)oc12,3.2,0.7,0.5,9,-20,-5,-4,1.1,.,3,8
Cc1ccc2[nH]c3c(=O)n(N)c(=O)[nH]c3c2c1,1.9,.,-2.0,.,.,.,.,0.4,110,.,-13
O=S(=O)(NCCc1cn2ccccc2n1)c1ccc(F)c(C(F)(F)F)c1,0.6,-3.5,-2.2,-4,-30,8,19,-2.0,101,7,-10
Cc1ccc(C(=O)OCc2nnc(-c3ccccc3)o2)o1,1.6,-2.0,-2.0,-3,-11,-3,11,-2.5,106,0,-31
N#Cc1ccccc1OCC(=O)OCC(=O)NC1CCCCCC1,0.6,-3.1,0.5,3,3,-7,12,1.4,105,11,4
CCCCN(CCCC)CCCNC(=O)c1ccc2nc(-c3ccccc3NC(C)=O)c(=O)[nH]c2c1,4.1,0.4,0.8,-5,12,-32,-2,0.6,105,-1,6
CCNc1nc(NCC)nc(OCCNS(=O)(=O)c2ccccc2)n1,4.1,-1.3,-1.6,4,17,-9,7,-1.0,91,-4,11
CN1CCN(S(=O)(=O)c2cccc(C(=O)Oc3ccccc3Cl)c2)CC1,-3.7,-1.2,0.6,2,5,-12,6,2.4,98,4,5
CCCn1ncc(CN2CCC(Oc3ccc(C(=O)N4CCCC4)cc3)CC2)c1C,1.6,-1.3,2.9,-4,1,-4,6,5.7,103,-6,33
CC(C)CCNC(=O)c1cccc(S(=O)(=O)N2CCc3ccccc32)c1,0.8,1.2,-0.4,-3,15,8,-7,0.5,94,1,-6
Cc1nc(-c2ccc(Cl)cc2)sc1C1(C)CC(c2c(Cl)cccc2Cl)=NO1 (configuration not stated),1.2,-2.4,-0.2,1,9,5,11,5.0,103,-1,421*
COc1ccc(C(=O)NCCN2CCOCC2)c(OC)c1OC,2.8,-2.0,2.1,4,-12,.,10,1.4,118,4,-17
O=C(Cn1cc(C(F)(F)F)cc(Cl)c1=O)NCc1ccccc1,0.4,1.2,0.2,0,7,-17,-7,3.8,.,-5,2
CC(=O)NC(c1ccc(Cl)cc1)c1c(O)ccc2ccc(O)cc12 (configuration not stated),2.8,-6.6,-2.4,-4,10,15,33*,0.3,84,-5,-13
Cc1nc(SCC(=O)NC(=O)NC2CCCCC2)nc(C)c1C,3.9,-0.8,2.5,-1,1,5,4,0.5,96,-3,-12
CCOC(=O)N/N=C(/C)c1ccc([N+](=O)[O-])o1,7.7,0.7,30*,2,10,-7,-4,32*,127,16,154
C(=C\c1ccncc1)/c1ccncc1,2.4,-1.8,1.2,1,-4,-16,9,3.5,98,9,-12

# Next entries.
SMILES,phage Ecoli inh,OPRM1-OPRD1 ag,Ecoli viability,HTR5A ag ctr,HTR5A inv ag,PfHsp90 yeast 2,MOR-DOR inv ag,AddAB inh,DSG3 Ab inh,PKA-R1A act,Mot1-301 SUMO
C=CCn1c(SCC(=O)Nc2ccc3c(c2)OCO3)nc2ccccc2c1=O,0.8,2.0,-0.7,3,-7,8,-12,-0.4,100,-2,25
Cc1cc(C)c2sc(NC(=O)c3ccc(N4C(=O)CCC4=O)cc3)nc2c1,0.7,4.0,-4.0,4,-10,-1,-21,-5.1,91,-10,-9
O=C(NCC1CC1)c1cccc2c1C(=O)c1ccc(-c3ccc(OC(F)(F)F)cc3)cc1S2(=O)=O,0.8,-3.2,2.5,4,15,-7,15,3.0,105,-11,-31
CCN(CC)S(=O)(=O)c1ccc(N(C)C)c(NC(=O)CSCc2c(C)noc2C)c1,2.3,-3.0,-0.2,3,15,-1,16,-1.3,95,8,-14
COC(=O)Cc1ccc(NC(=S)NCc2ccccc2)cc1,3.4,-1.1,1.0,0,-1,-4,6,0.7,113,-5,-6
COc1nc(-c2ccccc2)ccc1-c1noc(-c2ccccc2)n1,3.7,-0.4,0.4,3,-15,-5,2,-0.8,123,-7,558*
